Bcl-W Bim block: disrupts Bim peptide binding to human Bcl-W. Q92843. bead-based flow cytometry. inhibition, % at 10 µM. hit rate 0.02% among 190,000;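 further: 0% = bound tracer without compound and 100% = peptide blocker; higher means less fluorescent Bim peptide bound to Bcl-W beads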
Target sequence (Q92843 whole entry, looked up): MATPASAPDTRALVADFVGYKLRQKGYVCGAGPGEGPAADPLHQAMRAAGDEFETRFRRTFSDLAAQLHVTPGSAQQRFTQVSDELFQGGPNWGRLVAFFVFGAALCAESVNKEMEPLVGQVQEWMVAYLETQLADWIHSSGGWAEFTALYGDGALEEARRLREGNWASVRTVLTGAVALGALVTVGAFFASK
Bcl-XL Bim block: inhibitors of Bim-Bcl-XL interaction, human; Bim peptide-Bcl-XL binding, bead flow cytometry, fluorescence; inhibition, % at 10 µM; hit rate 0.04% among 190,000; AID 1007
GSH bead fluor: GSH bead compound fluorescence profile; GSH beads flow cytometry, compound fluorescence 488/530 nm; stronger effect = higher value; fluorescence (KMESF) at 10 µM; hit rate 0.25% among 190,000; AID 1776; in the data active means fluorescence above about 89;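 further: glutathione beads carrying GST-tagged Bcl family fusion proteins plus one bare bead set; values are compound well signal with DMSO vehicle wells as background; inactives centre near 16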
Mcl1-Bid inh: Mcl-1/Bid interaction inhibition. Q07820. TR-FRET Mcl-1/Bid-Dy647 peptide binding, 1536-well. inhibition, % at 21.7 µM. hit rate 0.97% among 220,000. AID 1021;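 active means compounds that cut the binding signal by more than half at the single screening dose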;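 further: His-tagged Mcl-1 with europium anti-His antibody binding Bid BH3 peptide; 0% = Mcl-1 plus peptide wells and 100% = peptide-only wells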
Target sequence (Q07820 whole entry, looked up): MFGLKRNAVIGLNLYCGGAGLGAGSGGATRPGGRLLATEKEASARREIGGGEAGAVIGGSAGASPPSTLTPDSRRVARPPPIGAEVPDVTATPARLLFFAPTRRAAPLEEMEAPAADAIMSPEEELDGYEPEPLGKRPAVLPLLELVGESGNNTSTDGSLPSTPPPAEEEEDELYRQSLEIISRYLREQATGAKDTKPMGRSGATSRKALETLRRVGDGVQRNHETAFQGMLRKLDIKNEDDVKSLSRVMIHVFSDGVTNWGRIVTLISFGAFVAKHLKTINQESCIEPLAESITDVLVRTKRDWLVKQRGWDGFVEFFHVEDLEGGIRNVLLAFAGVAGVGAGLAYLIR
RGS7-Gao: human RGS7-Galphao interaction regulation; Multiplexed bead flow cytometry, RGS7-Galphao binding; actives lie on both sides; binding response (% of control), % at 10 µM; hit rate 0.35% among 220,000; P09471; in the data active means binding response below about 49% or above about 150%; inconclusive means no clear call, values can overlap the other calls; inactive means in between;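 further: fluorescent Galphao held in activated GDP-AlF4 state binding bead-coupled RGS7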
Bfl-1 Bim block: human Bim-Bfl-1 interaction inhibition; Bead-based flow cytometry, Bim-Bfl-1 binding inhibition; inhibition, % at 10 µM; hit rate 0.12% among 190,000; AID 1008; Q16548;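 further: 0% = wells without compound plus tracer and 100% = blocker peptide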
RGS8-Gao reg: regulators of human RGS8-Galphao interaction; AID 1423; response (percent of control binding), % at 10 µM; multiplexed bead flow cytometry, RGS8-Galphao binding; actives lie on both sides; hit rate 0.34% among 220,000; in the data active means response below about 60% or above about 140%; inactive means in between;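 further: Galphao activated as the GDP aluminium fluoride complex binding bead-coupled RGS8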
Bim-Bcl-B: disrupts Bim peptide binding to human Bcl-B; hit rate 0.073% among 190,000; inhibition, % at 10 µM; bead-based flow cytometry; AID 951; Q9HD36;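 further: 0% = tracer peptide without compound and 100% = reference inhibitor peptide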
Target sequence (Q9HD36 whole entry, looked up): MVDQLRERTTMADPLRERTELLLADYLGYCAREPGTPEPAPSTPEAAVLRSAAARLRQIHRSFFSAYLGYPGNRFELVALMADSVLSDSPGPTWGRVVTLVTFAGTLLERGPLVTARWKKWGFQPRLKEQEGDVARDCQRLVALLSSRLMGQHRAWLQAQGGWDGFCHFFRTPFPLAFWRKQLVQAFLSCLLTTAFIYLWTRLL
Bcl-2 Bim block: human Bim-Bcl-2 interaction inhibition | hit rate 0.06% among 190,000 | Bead-based flow cytometry, Bim peptide-Bcl-2 binding | P10415 | inhibition, % at 10 µM; in the data active means inhibition above about 40%; inconclusive means no clear call, values can overlap the other calls;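 further: 0% = no compound wells with probe peptide and 100% = reference peptide inhibitor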
Target sequence (P10415 whole entry, looked up): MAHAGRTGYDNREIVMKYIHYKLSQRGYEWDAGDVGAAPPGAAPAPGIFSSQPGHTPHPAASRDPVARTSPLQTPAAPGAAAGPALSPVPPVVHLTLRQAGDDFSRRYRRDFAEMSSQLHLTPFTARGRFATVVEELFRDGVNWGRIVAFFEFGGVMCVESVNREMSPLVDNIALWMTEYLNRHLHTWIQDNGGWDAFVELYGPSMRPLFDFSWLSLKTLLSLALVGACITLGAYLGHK
RGS4-Gao reg: modulates binding of RGS4 to human Galphao | Multiplexed bead flow cytometry; actives lie on both sides | binding response (% of control), % at 10 µM | hit rate 0.33% among 220,000 | AID 1415; in the data active means binding response below about 49% or above about 150%; inactive means in between;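 further: fluorescent Galphao activated with aluminum fluoride binding bead-coupled RGS4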
Bim-Mcl-1: human Bim-Mcl-1 interaction inhibition; Q07820; Bead-based flow cytometry, Bim peptide-Mcl-1 binding; AID 1009; inhibition, % at 10 µM; hit rate 0.1% among 190,000;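 further: 0% = no compound tracer wells and 100% = peptide blocker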
Numbers without * were called inactive. Unless noted, no stated cut-off is given here; in the data, active means inhibition above about 40%.

`Cc1cccnc1CN1CCN(Cc2nc(C(c3ccccc3)c3ccccc3)no2)CC1` gave Bcl-W Bim block -5, Bcl-XL Bim block -11, GSH bead fluor 15, Mcl1-Bid inh -16, RGS7-Gao 99, Bfl-1 Bim block -5, RGS8-Gao reg 98, Bim-Bcl-B -13, Bcl-2 Bim block -6, RGS4-Gao reg 97 and Bim-Mcl-1 -3.
CCCCNC(=O)c1c[nH]c2ccc(S(=O)(=O)Nc3ccc(OCC)cc3)cc2c1=O was read as Bcl-W Bim block -6, Bcl-XL Bim block -2, GSH bead fluor 17, Mcl1-Bid inh -29, RGS7-Gao 103, Bfl-1 Bim block -4, RGS8-Gao reg 101, Bim-Bcl-B -5, Bcl-2 Bim block -2, RGS4-Gao reg 102 and Bim-Mcl-1 -2.
COc1ccccc1-c1nc(C(F)(F)F)c(OC)o1 was read as Bcl-W Bim block -1, Bcl-XL Bim block 1, GSH bead fluor 20, Mcl1-Bid inh -19, RGS7-Gao 97, Bfl-1 Bim block -3, RGS8-Gao reg 98, Bim-Bcl-B 0, Bcl-2 Bim block -2, RGS4-Gao reg 100 and Bim-Mcl-1 -3.
Screening Cc1c(C(=O)N2CCN(C)CC2)oc2ccc(S(=O)(=O)N3CCOCC3)cc12 returned Bcl-W Bim block -3, Bcl-XL Bim block -6, GSH bead fluor 32, Mcl1-Bid inh -18, RGS7-Gao 102, Bfl-1 Bim block -14, RGS8-Gao reg 101, Bim-Bcl-B -7, Bcl-2 Bim block -7, RGS4-Gao reg 102 and Bim-Mcl-1 -1.
Screening CC(=O)N1c2ccccc2C(=O)OC1c1cccnc1 (stereo not drawn) returned Bcl-W Bim block -8, Bcl-XL Bim block -15, GSH bead fluor 26, Mcl1-Bid inh -7, RGS7-Gao 100, Bfl-1 Bim block -22, RGS8-Gao reg 99, Bim-Bcl-B -12, Bcl-2 Bim block -12, RGS4-Gao reg 102 and Bim-Mcl-1 -5.
For CC(C)=NNC(=O)CN1C(=O)NC2NC(=O)NC21 (stereo not drawn) the results were Bcl-W Bim block -7, Bcl-XL Bim block -10, GSH bead fluor 20, Mcl1-Bid inh -21, RGS7-Gao 98, Bfl-1 Bim block -10, RGS8-Gao reg 100, Bim-Bcl-B -9, Bcl-2 Bim block -5, RGS4-Gao reg 99 and Bim-Mcl-1 -3.
Screening CCOC(=O)N1CCC(NC(=O)C(Cc2ccccc2)NC(=O)C2CCCCC2)CC1 (stereo not drawn) returned Bcl-W Bim block 0, Bcl-XL Bim block -5, GSH bead fluor 17, Mcl1-Bid inh 5, RGS7-Gao 106, Bfl-1 Bim block -14, RGS8-Gao reg 102, Bim-Bcl-B -5, Bcl-2 Bim block -12, RGS4-Gao reg 105 and Bim-Mcl-1 -3.
`O=C(CCc1nc2ccccc2[nH]1)Nc1ccccc1` gave Bcl-W Bim block 5, Bcl-XL Bim block -7, GSH bead fluor 41, Mcl1-Bid inh 8, RGS7-Gao 98, Bfl-1 Bim block -7, RGS8-Gao reg 101, Bim-Bcl-B -7, Bcl-2 Bim block -6, RGS4-Gao reg 100 and Bim-Mcl-1 0.
For Cc1ccc(S(=O)(=O)N[C@H](C(=O)OCn2nnc3ccccc3c2=O)C(C)C)cc1 the results were Bcl-W Bim block 1, Bcl-XL Bim block -3, GSH bead fluor 8, Mcl1-Bid inh -5, RGS7-Gao 98, Bfl-1 Bim block -3, RGS8-Gao reg 102, Bim-Bcl-B -2, Bcl-2 Bim block 0, RGS4-Gao reg 102 and Bim-Mcl-1 0.
Screening O=C1NCCN(Cc2ccoc2)C1CC(=O)N(CCO)Cc1ccccc1 (stereo not drawn) returned Bcl-W Bim block -2, Bcl-XL Bim block -5, GSH bead fluor 11, Mcl1-Bid inh -33, RGS7-Gao 98, Bfl-1 Bim block -5, RGS8-Gao reg 100, Bim-Bcl-B -4, Bcl-2 Bim block -4, RGS4-Gao reg 98 and Bim-Mcl-1 0.
Screening C=CCc1ccc(OCCCOc2ccc(C)c(C)c2)c(OC)c1 returned Bcl-W Bim block -2, Bcl-XL Bim block -6, GSH bead fluor 24, Mcl1-Bid inh -9, RGS7-Gao 105, Bfl-1 Bim block -9, RGS8-Gao reg 104, Bim-Bcl-B -5, Bcl-2 Bim block -10, RGS4-Gao reg 102 and Bim-Mcl-1 -5.
Screening CCOc1cccc(-c2cc(C(=O)NN)[nH]n2)c1 returned Bcl-W Bim block 1, Bcl-XL Bim block 0, GSH bead fluor 9, Mcl1-Bid inh -39, RGS7-Gao 96, Bfl-1 Bim block -3, RGS8-Gao reg 98, Bim-Bcl-B -2, Bcl-2 Bim block -2, RGS4-Gao reg 95 and Bim-Mcl-1 0.
`O=C(/C=C/c1ccccc1)Oc1cccc(C(=S)N2CCOCC2)c1` gave Bcl-W Bim block -1, Bcl-XL Bim block -6, GSH bead fluor 11, Mcl1-Bid inh -16, RGS7-Gao 104, Bfl-1 Bim block -5, RGS8-Gao reg 101, Bim-Bcl-B -8, Bcl-2 Bim block -1, RGS4-Gao reg 104 and Bim-Mcl-1 -4.
Screening C/[N+]([O-])=C\CC(=O)c1ccc(-c2ccccc2)cc1 returned Bcl-W Bim block -2, Bcl-XL Bim block -3, GSH bead fluor 14, Mcl1-Bid inh -27, RGS7-Gao inconclusive, Bfl-1 Bim block 1, RGS8-Gao reg 97, Bim-Bcl-B -3, Bcl-2 Bim block 4, RGS4-Gao reg 97 and Bim-Mcl-1 -2.
`CCCN(CC(=O)c1cc(C)n(C)c1C)S(=O)(=O)c1cccc(C(F)(F)F)c1` gave Bcl-W Bim block -4, Bcl-XL Bim block -3, GSH bead fluor 13, Mcl1-Bid inh -53, RGS7-Gao 99, Bfl-1 Bim block -3, RGS8-Gao reg 97, Bim-Bcl-B -4, Bcl-2 Bim block -4, RGS4-Gao reg 100 and Bim-Mcl-1 -7.
Cc1cc(C)nc(-n2nc(C)cc2NC(=O)COC(=O)CCC(=O)c2cccs2)n1 was read as Bcl-W Bim block 0, Bcl-XL Bim block 0, GSH bead fluor 16, Mcl1-Bid inh 2, RGS7-Gao 110, Bfl-1 Bim block -1, RGS8-Gao reg 105, Bim-Bcl-B 2, Bcl-2 Bim block -2, RGS4-Gao reg 106 and Bim-Mcl-1 -1.
For Cc1ccc(N2CCN(c3ccc(C)cc3)C2c2ccncc2)cc1 the results were Bcl-W Bim block -4, Bcl-XL Bim block -9, GSH bead fluor 14, Mcl1-Bid inh -16, RGS7-Gao 102, Bfl-1 Bim block -10, RGS8-Gao reg 100, Bim-Bcl-B -14, Bcl-2 Bim block -13, RGS4-Gao reg 98 and Bim-Mcl-1 -3.
`CCCN1C(=O)S/C(=C\c2ccc(N3CCOCC3)o2)C1=O` gave Bcl-W Bim block -5, Bcl-XL Bim block -6, GSH bead fluor 14, Mcl1-Bid inh -49, RGS7-Gao 103, Bfl-1 Bim block 7, RGS8-Gao reg 99, Bim-Bcl-B -7, Bcl-2 Bim block 1, RGS4-Gao reg 101 and Bim-Mcl-1 -2.
Cc1ccc(C(=O)ON=C2CCN(S(=O)(=O)c3ccccc3)CC2)cc1 was read as Bcl-W Bim block 0, Bcl-XL Bim block -3, GSH bead fluor 15, Mcl1-Bid inh 0, RGS7-Gao 100, Bfl-1 Bim block -5, RGS8-Gao reg 100, Bim-Bcl-B -3, Bcl-2 Bim block -3, RGS4-Gao reg 102 and Bim-Mcl-1 1.
`O=C(NNc1ccc([N+](=O)[O-])cc1)C12CC3CC(CC(C3)C1)C2` gave Bcl-W Bim block 4, Bcl-XL Bim block 0, GSH bead fluor 11, Mcl1-Bid inh -22, RGS7-Gao 106, Bfl-1 Bim block -2, RGS8-Gao reg 103, Bim-Bcl-B -2, Bcl-2 Bim block -1, RGS4-Gao reg 106 and Bim-Mcl-1 7.
`O=C(N/N=C/c1oc(O)c2ccccc12)c1ccccc1O` gave Bcl-W Bim block 1, Bcl-XL Bim block -1, GSH bead fluor 12, Mcl1-Bid inh -7, RGS7-Gao inconclusive, Bfl-1 Bim block 8, RGS8-Gao reg 104, Bim-Bcl-B 4, Bcl-2 Bim block 2, RGS4-Gao reg 103 and Bim-Mcl-1 0.
Screening CN(C)C(=O)c1c(C(F)(F)F)nn(C)c1Cl returned Bcl-W Bim block -1, Bcl-XL Bim block 0, GSH bead fluor 11, Mcl1-Bid inh -20, RGS7-Gao inconclusive, Bfl-1 Bim block -4, RGS8-Gao reg 100, Bim-Bcl-B -4, Bcl-2 Bim block -2, RGS4-Gao reg 99 and Bim-Mcl-1 -1.
`COc1ccc(N2CCN(Cc3nc(Cc4cccc(F)c4)no3)C(C)C2)cc1` (stereo not drawn) gave Bcl-W Bim block 0, Bcl-XL Bim block -6, GSH bead fluor 15, Mcl1-Bid inh -33, RGS7-Gao 105, Bfl-1 Bim block -5, RGS8-Gao reg 104, Bim-Bcl-B -10, Bcl-2 Bim block 0, RGS4-Gao reg 103 and Bim-Mcl-1 -4.
`Cn1nnnc1SCc1nnc(-c2ccccc2Br)o1` gave Bcl-W Bim block -3, Bcl-XL Bim block -3, GSH bead fluor 25, Mcl1-Bid inh -39, RGS7-Gao 101, Bfl-1 Bim block -4, RGS8-Gao reg 103, Bim-Bcl-B -6, Bcl-2 Bim block -6, RGS4-Gao reg 102 and Bim-Mcl-1 -4.
For Cc1cccc(C(=O)Nc2ncc(CN3CCOCC3)s2)c1 the results were Bcl-W Bim block -6, Bcl-XL Bim block -5, GSH bead fluor 22, Mcl1-Bid inh 4, RGS7-Gao 104, Bfl-1 Bim block -2, RGS8-Gao reg 118, Bim-Bcl-B -2, Bcl-2 Bim block -5, RGS4-Gao reg 102 and Bim-Mcl-1 -1.
`O=C(Cn1ccc([N+](=O)[O-])n1)c1ccccc1` gave Bcl-W Bim block -1, Bcl-XL Bim block -2, GSH bead fluor 16, Mcl1-Bid inh -14, RGS7-Gao 99, Bfl-1 Bim block -5, RGS8-Gao reg 105, Bim-Bcl-B -5, Bcl-2 Bim block -5, RGS4-Gao reg 102 and Bim-Mcl-1 0.
For CC1CN(c2nc3c(c(=O)[nH]c(=O)n3C)n2Cc2ccccc2F)CC(C)O1 (stereo not drawn) the results were Bcl-W Bim block -7, Bcl-XL Bim block -8, GSH bead fluor 14, Mcl1-Bid inh -9, RGS7-Gao 98, Bfl-1 Bim block -10, RGS8-Gao reg 100, Bim-Bcl-B -9, Bcl-2 Bim block -8, RGS4-Gao reg 96 and Bim-Mcl-1 0.
`NC(=O)c1ccc(C(F)(F)F)n(Cc2ccc(Cl)cc2)c1=O` gave Bcl-W Bim block 1, Bcl-XL Bim block -10, GSH bead fluor 30, Mcl1-Bid inh -14, RGS7-Gao 102, Bfl-1 Bim block -18, RGS8-Gao reg 100, Bim-Bcl-B -9, Bcl-2 Bim block -8, RGS4-Gao reg 99 and Bim-Mcl-1 -3.
CCc1nnc(NC(=O)CN2CCN(c3ccccc3F)CC2)s1 was read as Bcl-W Bim block -3, Bcl-XL Bim block -4, GSH bead fluor 12, Mcl1-Bid inh -23, RGS7-Gao 107, Bfl-1 Bim block -8, RGS8-Gao reg 105, Bim-Bcl-B -4, Bcl-2 Bim block -5, RGS4-Gao reg 104 and Bim-Mcl-1 -2.

High-throughput results (PubChem BioAssay)
